TAG inh: inhibitors of triacylglycerol accumulation | H9c2 cells, Nile Red lipid (TAG) fluorescence; cells loaded with 200 µM oleic acid | inhibition, % at 12.5 µM | 230,000 compounds, 0.66% hits;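 active = pattern-corrected inhibition of lipid staining of at least 50% with the nuclear-stain viability signal not falling by more than 50%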;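 also: 0% = DMSO wells and 100% = triacsin C control wells; some results filed as inactive read as strong as hits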
TAG inh DAPI viability: also measured in TAG inh; calls as there; DAPI nuclei signal change (viability), lower = more cytotoxic, %;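 whole-well DAPI fluorescence read on a plate reader as a viability signal; minus 50 percent equals half of cells still viable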
An asterisk follows results filed as active. The list is partial. The share of hits here may be higher or lower than overall.

SMILES	TAG inh	TAG inh DAPI viability
O=C(COC(=O)C1CCN(S(=O)(=O)c2cccc3cccnc23)CC1)c1ccc([N+](=O)[O-])cc1	-13.7	4.6
COc1ccc(NC(=O)c2c(NC(=O)CCC(=O)O)sc3c2CCCCC3)cc1	-9.3	5.9
O=c1c2ccccc2nc(/C=C/c2ccc(Br)cc2)n1CCO	8.8	-3.9
OCCNc1nc(Nc2ccc(Cl)cc2)nc(N2CCCC2)n1	19.3	-1.2
COC(=O)CN(c1ccccn1)S(=O)(=O)c1ccccc1	-6.7	2.6
COc1ccc(C(=O)CN2C(=O)NC(C)(c3ccc(C)cc3)C2=O)cc1OC (configuration not stated)	10.9	-3.9
CC1CCCN(C(=O)c2cccc(S(=O)(=O)NCc3ccccc3)c2)C1 (configuration not stated)	1.7	-2.4
CCCNS(=O)(=O)c1ccc(OCC(=O)N(C)Cc2ccccc2)cc1	-11.5	1.2
COc1ccc(NC(=S)N(CCCN2CCCCCC2)Cc2cccs2)cc1	5.4	-2.1
CCCCN(C(=O)C1CCC1)c1c(N)n(Cc2ccccc2)c(=O)[nH]c1=O	-1.1	1.8
C=CCN(c1ccccc1OC)S(=O)(=O)c1cccc(C(=O)OCC(=O)N2CCOCC2)c1	-2.0	0.3
CCCCCCNS(=O)(=O)c1ccc(Cl)s1	-5.4	-7.0
Clc1ccc2nc3c4ccccc4cnn3c2c1	-10.1	21.5
COc1cc(OC)cc(C(=O)NNC(=O)CCNS(=O)(=O)c2ccc(Br)cc2)c1	8.8	-1.2
CN1CCN(S(=O)(=O)c2ccc(Oc3cccc(C(F)(F)F)c3)nc2)CC1	20.2	2.1
CCN1C(=O)[C@H]2[C@@H](c3ccc(C)cc3)N[C@]3(CCCN(Cc4ccccc4)C3=O)[C@H]2C1=O	-1.0	-8.8
Cn1c(SCc2nc3cc(C(=O)O)ccc3c(=O)[nH]2)nnc1C(F)(F)F	2.4	-1.6
Oc1c(Br)cc(Br)cc1/C=N/NC(=S)N[C@H]1CC2C=CC1C2 (some centres not stated)	-0.4	0.4
CCc1ccc(C(C)NC(=O)c2cc(C)oc2C)cc1 (configuration not stated)	10.7	21.7
Cc1nnc(SCC(=O)N2CC(=O)Nc3ccccc32)n1C	12.3	-12.6
CCOc1ccc(OCCC(=O)Nc2ccc(F)cc2C)cc1	-6.2	2.5
Cc1ccc(C)c(OC(C)C(=O)Nc2nccs2)c1 (configuration not stated)	-0.6	-4.7
O=C(Nc1nc(-c2ccc(Cl)cc2Cl)cs1)c1ccc(OCC2CCCO2)cc1 (configuration not stated)	23.7	3.1
CN(Cc1ccc(Cl)cc1Cl)C(=O)CNC(=O)c1ccco1	0.8	58.0
S=C(Nc1cccc(Cl)c1Cl)N1CCC2(CC1)OCCO2	-3.1	-8.6

Further entries follow:
SMILES	TAG inh	TAG inh DAPI viability
CCOCCn1c(=O)c2c(nc3n2CCN3c2ccc(CC)cc2)n(C)c1=O	-0.5	1.0
O=C(NCC1c2ccccc2CCN1C(=O)CN1C(=O)c2ccccc2C1=O)C1CCCCC1 (configuration not stated)	11.8	-1.4
Cc1c(C(=O)NCc2ccccc2C(F)(F)F)sc(=O)n1Cc1ccccc1C#N	3.8	-11.1
COc1ccc(Nc2ncccc2C(=O)Nc2ccccc2)cc1	9.7	-8.4
O=c1oc(CCCO)cc2ccc(C#Cc3cccnc3)cc12	-4.3	4.6
COc1cccc(/C=N/Nc2nccnc2Cl)c1O	34.8	-25.6
O=C(CN1C(=O)NC2(CCCCC2)C1=O)Nc1ccccc1N1CCCCC1	-17.4	2.6
CCN1CCN(c2ccc(N3CCN(S(=O)(=O)c4ccc(C)c([N+](=O)[O-])c4)CC3)nn2)CC1	-8.1	-2.7
COc1ccc(NC(=O)C2=CC(c3ccc(C)cc3)=NS(=O)(=O)N2C)cc1	-20.9	10.9
O=C(CSc1ccsc1[N+](=O)[O-])N1CCCCCC1	2.4	-6.2
COc1cccc(C2(O)CCN(C(=O)Cc3cccnc3)CC2)c1	3.1	-9.1
CC(Nc1ccccc1)c1ccncc1 (configuration not stated)	3.6	6.2
O=C(CN1CCN(C(=O)c2ccco2)CC1)Nc1ccc2c(c1)OCCO2	1.4	0.1
CC1CC(=O)Nc2ccccc2N1C(=O)CSc1ncnc2sccc12 (configuration not stated)	39.3	-1.0
CCOC(=O)c1cnc(SCC(=O)Nc2ccc(NC(=O)CC)c(OC)c2)nc1N	6.2	8.3
Cc1cc(=O)oc(C)c1C(=O)Nc1cccc2nonc12	-7.2	-2.1
CCN1CCN(S(=O)(=O)c2ccc(Cl)c(C(=O)NC3CCC(C)CC3)c2)CC1 (configuration not stated)	-13.8	-4.2
CC1(C)CCCC2=C1CC1C(=O)N(N)C(=O)C1C2 (configuration not stated)	8.4	-4.5
CCN(Cc1ccccc1)S(=O)(=O)c1cc(C(=O)NCCCN(C)C)ccc1OC	-3.9	-1.0
CNc1cncc(-c2cccc(C(C)=O)c2)n1	2.5	-0.3
O=C(CCOc1ccccc1)Nc1ccccc1	6.2	3.7
O=S(=O)(Nc1cc(S(=O)(=O)N2CCCC2)ccc1O)c1ccc(Cl)s1	-0.3	1.5
N#CN=CN1CC=C(c2ccc(Cl)cc2)CC1	0.0	-4.4
CC1CCC(NC(=O)C2(C)CCC(=O)N2Cc2cccnc2)CC1 (configuration not stated)	-0.5	-6.9
CC(=O)N(CCC(Cc1ccccc1)c1ccco1)Cc1ccco1 (configuration not stated)	-12.7	-7.8

Pulled one by one from the entries so far:
SMILES	TAG inh	TAG inh DAPI viability
O=C(CN1CCN(C(=O)c2ccco2)CC1)Nc1ccc2c(c1)OCCO2	1.4	0.1
CC1(C)CCCC2=C1CC1C(=O)N(N)C(=O)C1C2 (configuration not stated)	8.4	-4.5
O=C(COC(=O)C1CCN(S(=O)(=O)c2cccc3cccnc23)CC1)c1ccc([N+](=O)[O-])cc1	-13.7	4.6
CCOc1ccc(OCCC(=O)Nc2ccc(F)cc2C)cc1	-6.2	2.5
CC(Nc1ccccc1)c1ccncc1 (configuration not stated)	3.6	6.2
O=C(CN1C(=O)NC2(CCCCC2)C1=O)Nc1ccccc1N1CCCCC1	-17.4	2.6

Following part.
SMILES	TAG inh	TAG inh DAPI viability
Cc1cc(C(=O)OCC(=O)NCCCN2CCCC2=O)c2ccccc2n1	-10.2	8.7
Cc1ccc(C(=O)NC(=S)Nc2ccc(N3CCN(C(=O)c4ccco4)CC3)cc2)cc1	-22.9	1.7
Cc1ccc(-c2cc(C(=O)N3CC(C)OC(C)C3)c3ccccc3n2)o1 (configuration not stated)	11.6	48.6
COCC(=O)N1CCc2ccc(NC(=O)c3ccccc3Cl)cc2C1	-4.9	-8.6
COc1ccc(CNC(=S)Nc2ccc(-c3ccccc3)cc2)cc1	-29.4	-5.1
O=C(CNC(=O)c1ccco1)OCC(=O)c1ccc2ccccc2c1	8.0	-6.6
Cc1cc(C(=O)OCC(=O)Nc2cccc(S(=O)(=O)N(C)C)c2)c(C)o1	-4.0	1.4
Cc1cc(CN(C)C(=O)CC2C(=O)NCCN2Cc2c(F)cccc2Cl)on1 (configuration not stated)	-7.6	6.8
COc1ccc(CN(C2CCCC2)S(=O)(=O)c2ccc(-n3cnnn3)cc2)cc1OC	13.1	-8.6
COc1ccc(-n2c(CNC(=O)COc3ccccc3)n[nH]c2=S)cc1	9.9	-1.1
COc1ccc(-c2ccc(SCC(=O)N3CCN(c4ccccc4)CC3)nn2)cc1	-10.8	-2.1
NC(=S)N/N=C1\CCOc2ccc(Cl)cc21	-2.1	10.3
COc1ccc(S(=O)(=O)N2CCc3ccccc32)cc1C(=O)N1CCOCC1	2.4	1.5
CCCCC(=O)N(C)c1c(CC)nc2c(OCc3ccc(Cl)cc3Cl)cccn12	12.1	-2.2
Cc1ccccc1NC(=O)Cn1cnc2c1c(=O)n(C)c(=O)n2C	24.0	-3.4
CN(C)S(=O)(=O)c1cccc(NC(=O)c2ccccc2SCC(=O)N2CCCC2)c1	17.5	-1.3
C[C@H](CO)N1C[C@H](C)[C@@H](CN(C)S(=O)(=O)c2cn(C)cn2)Oc2c(NS(=O)(=O)c3ccc(F)cc3)cccc2C1=O	-17.8	6.4
O=C(Oc1cccc(/C=N/Nc2nc(N3CCOCC3)nc(N3CCOCC3)n2)c1)c1ccco1	39.4	-10.5
O=C(O)CC1=C(O)C(=O)N(c2ccccc2)C1c1ccc(Cl)cc1 (configuration not stated)	5.5	3.1
CC(C)CCn1c(=O)c2ccccc2c2ccccc2c1=O	4.3	-9.3
O=C(Cn1c(C2CC2)nc2ccccc2c1=O)Nc1ccc(Br)cc1	5.7	-10.3
CC1CC1C(=O)OCc1cc(=O)n2cc(Br)ccc2n1 (configuration not stated)	-12.7	4.1
O=C(NCC1CCCN(C(=O)CN2CCCCC2)C1)c1ccccc1Cl (configuration not stated)	-12.2	2.0
CCOc1ccc(N2CSC(=S)N(c3ccc(OCC)cc3)C2)cc1	8.4	-11.9
COc1ccccc1OCCNC(=O)CC(NC(C)=O)c1ccccc1 (configuration not stated)	2.7	-2.1

Next section (two carried over from the part before).
SMILES	TAG inh	TAG inh DAPI viability
CCOc1ccc(N2CSC(=S)N(c3ccc(OCC)cc3)C2)cc1	8.4	-11.9
COc1ccccc1OCCNC(=O)CC(NC(C)=O)c1ccccc1 (configuration not stated)	2.7	-2.1
O=C1CCCN1CCCNC(=S)Nc1ccc(Br)cc1Cl	-15.2	1.4
Cc1ccc(C)c(S(=O)(=O)N2CCN(CC(=O)N3CCc4ccccc4C3)CC2)c1	-4.0	0.9
Cc1ccccc1-c1nnc(SCc2ccccc2)o1	-63.0	1.0
CCCc1ccc(S(=O)(=O)N2CCN(C(C)C(=O)NC3CCCC3)CC2)cc1 (configuration not stated)	-4.9	-0.1
CCOc1ccc(NC(=O)C2=C(C)C(=O)OC23CCC(C)CC3)cc1 (configuration not stated)	-0.4	-2.2
c1ccc2c(c1)ncn2Cc1nnc2sc(-c3ccc4c(c3)OCO4)nn12	0.4	12.2
O=C(c1cccc(C(F)(F)F)c1)C1CCCN(C(=O)CN2CCCC2=O)C1 (configuration not stated)	-2.2	0.5
O=S(=O)(NCc1csc(-c2cccs2)n1)c1cccc(C(F)(F)F)c1	-14.6	5.7
C(=C\c1ccco1)/C=N/n1cnnc1	-6.4	3.4
C/C(=N\NC(=O)c1cccc(S(=O)(=O)N2CCOCC2)c1)c1ccc(O)cc1	12.4	-10.4
Fc1ccc(-c2cc(C(F)(F)F)nc(-n3cccn3)n2)cc1	-15.0	1.9
COc1ccc(C(=O)CSc2nc(SC)ns2)cc1OC	-13.4	-12.1
CCCCC(=O)N(C)c1c(C)nc2ccc(C(=O)NCCN(C)C)cn12	6.5	-7.8
O=C(Cn1cncn1)N/N=C/c1ccccc1Cl	0.3	0.8
CN1CCN(C(=S)c2cn(Cc3ccc(F)cc3)c3ccccc23)CC1	-10.1	13.1
COc1cccc(CCC(=O)O)c1OC	-1.3	9.2
CCN(C(=O)COC(=O)c1cc(-c2ccccc2)nc2c1c(C)nn2-c1ccc(C)cc1)C1CCS(=O)(=O)C1 (configuration not stated)	55.5*	33.5*
CCc1noc(C)c1C(=O)N1CCN(c2cccc(Cl)c2)CC1	13.3	-7.0
Cc1cccc(OCc2nc(C#N)c(N3CC(C)CC(C)C3)o2)c1 (configuration not stated)	-7.3	-0.2
O=C(NCCN1CCN(Cc2ccccc2)CC1)c1ccc(CS(=O)(=O)c2c(Cl)cccc2Cl)o1	6.1	1.2
O=C1CC(N2CCOCC2)C(=O)N1CCc1ccccc1 (configuration not stated)	-2.0	-0.1
COc1ccc(CN2C(=O)NC3(CCCC3)C2=O)cc1F	-14.0	5.5
CCOc1ccc(-n2c(=O)[nH]c3sc4c(c3c2=O)CCCC4)cc1	5.6	-1.1
Cc1cc(-c2ccc(Cl)cc2)n2ncnc2n1	2.4	1.9
C/C(=N\NC(=O)Cc1c(F)cccc1Cl)c1cccnc1	-16.5	1.2

(list continues)
SMILES	TAG inh	TAG inh DAPI viability
CC(=O)Nc1cccc(Oc2nc(NC(C)C)nc3cc(-c4ccccc4)sc23)c1	39.8	-1.0
O=C(NCC1CCCO1)c1ccccc1-c1nc(-c2ccccc2Cl)no1 (configuration not stated)	-7.8	3.3
O=C(COc1ccc(Cl)cc1)OCC(=O)c1ccc[nH]1	-8.6	-5.3
CCOC(=O)C1CCCN(CC(=O)/C=C2/N(C)c3ccccc3C2(C)C)C1 (configuration not stated)	-40.0	15.5
c1ccc(Nc2ncnc3c2oc2ccccc23)cc1	3.2	9.8
COc1ccccc1-n1cnnc1SC(C)C(=O)NCC1CCCO1 (configuration not stated)	4.4	-3.3
CC(C)(C)[C@H]1CCC(=O)N([C@H](CSc2ccccc2)Cc2ccccc2)CC1	-16.8	-2.3
CCC(CC)NC(=O)CC(c1ccccc1)c1ccccc1	20.1	-3.4
CCN(CC)CCN(C(=O)c1cc(Cl)sc1Cl)c1nc2cc3c(cc2s1)OCO3	-13.0	0.3
COc1ccc(S(=O)(=O)NNC(=O)c2ccccc2-n2cccc2)cc1	-0.6	-3.5
O=C(NCc1ccccc1)C12CN(Cc3ccccc3)CC1C(c1ccc([N+](=O)[O-])cc1)=NO2 (configuration not stated)	-5.5	-3.6
Cc1sc2c(c1C)C(O)=C(C(=O)Nc1ccccc1)S(=O)(=O)N2C	5.9	0.0
Cc1cc(S(=O)(=O)Nc2ccc(C(=O)NCC3(N4CCCCC4)CCCCC3)cc2)ccc1F	-1.2	8.0
COc1ccc(-c2cc(C(=O)NCc3ccc(F)cc3)[nH]n2)c(C)c1	12.2	-4.2
N#Cc1ccc(-c2cccnc2)nc1SCC(=O)c1ccccc1	17.7	14.7

Whole records as entered above.
`CC(C)(C)[C@H]1CCC(=O)N([C@H](CSc2ccccc2)Cc2ccccc2)CC1` in the list: TAG inh = -16.8; TAG inh DAPI viability = -2.3
`c1ccc2c(c1)ncn2Cc1nnc2sc(-c3ccc4c(c3)OCO4)nn12` in the list: TAG inh = 0.4; TAG inh DAPI viability = 12.2
